High-throughput results as filed in PubChem BioAssay.
BRCT inh green – BRCA1 BRCT-phosphoprotein interaction inhibition | AID 875 | Potency, µM (top dose mostly 76.9 µM), for the others: at the highest dose activity change, negative = inhibition, actives largely listed as inhibitors | BRCA1 BRCT-phosphopeptide binding, green fluorescence polarization | actives 0.05% (n = 75,000);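 further: potency means the concentration at half of the fitted maximal effect; plate controls were peptide without protein for full effect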
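Compounds were incubated for 12 min at room temperature with a complex of 100 nM fluorescein-tagged pBACH1 decapeptide and 250 nM His-tagged BRCT protein. Buffer was phosphate pH 7.3 with EDTA, DTT and Tween 20. Disruption of binding lowers the polarization signal.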
BRCT PPI red – disrupts BRCA1 BRCT binding to phosphoprotein, red fluorophore readout; actives 0.03% (n = 75,000); Potency, µM (series often up to 76.9 µM), without a hit: at the highest dose activity change, negative = inhibition, usual class: inhibitors; P38398; BRCT-phosphopeptide binding, red fluorescence polarization; further: on the % scale 0 is the no-effect control and ±100 the full control effect
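Rhodamine-labelled pBACH1 10-mer (100 nM) bound to BRCT domain (100 nM) at pH 7.3; compounds incubated 12 min room temperature, polarization read. Free peptide defines full inhibition; unlabelled decapeptide titrated as control.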
HEK293 cAMP cs – parental HEK293 cAMP activation (counter-screen); parental HEK293 CNG cAMP sensor, membrane potential fluorescence; Potency, µM (titrated, usually from 57.1 µM), without a hit: top-dose activation, most hits filed as activators; actives 2.5% (n = 73,000); AID 938; further: potency means the concentration at half of the fitted maximal effect; % of control where 0% means no effect; nearly all actives have a fitted effect of over 55% in size
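Parental HEK 293 cells stably expressing a cAMP-gated CNG channel were loaded with membrane potential dye containing 100 uM RO 20-1724 for 60 min. Compound added for 30 min; depolarization read as fluorescence intensity at 590 nm.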
Tau fil binding – tau filament binding; P10636; recombinant tau filaments, thioflavin S fluorescence, 15 h; filaments grown with octadecylsulfate alongside compound; Potency, µM (titrated, usually from 57.1 µM), for inactives: at the top dose activity change, negative = inhibition; actives 2% (n = 71,000); AID 596;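 further: potency means the concentration at half of the fitted maximal effect; on the % scale 0 is the no-effect control and ±100 the full control effect; actives lower thioflavin S fluorescence by blocking filaments or displacing dye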
Target sequence (P10636 whole entry, looked up): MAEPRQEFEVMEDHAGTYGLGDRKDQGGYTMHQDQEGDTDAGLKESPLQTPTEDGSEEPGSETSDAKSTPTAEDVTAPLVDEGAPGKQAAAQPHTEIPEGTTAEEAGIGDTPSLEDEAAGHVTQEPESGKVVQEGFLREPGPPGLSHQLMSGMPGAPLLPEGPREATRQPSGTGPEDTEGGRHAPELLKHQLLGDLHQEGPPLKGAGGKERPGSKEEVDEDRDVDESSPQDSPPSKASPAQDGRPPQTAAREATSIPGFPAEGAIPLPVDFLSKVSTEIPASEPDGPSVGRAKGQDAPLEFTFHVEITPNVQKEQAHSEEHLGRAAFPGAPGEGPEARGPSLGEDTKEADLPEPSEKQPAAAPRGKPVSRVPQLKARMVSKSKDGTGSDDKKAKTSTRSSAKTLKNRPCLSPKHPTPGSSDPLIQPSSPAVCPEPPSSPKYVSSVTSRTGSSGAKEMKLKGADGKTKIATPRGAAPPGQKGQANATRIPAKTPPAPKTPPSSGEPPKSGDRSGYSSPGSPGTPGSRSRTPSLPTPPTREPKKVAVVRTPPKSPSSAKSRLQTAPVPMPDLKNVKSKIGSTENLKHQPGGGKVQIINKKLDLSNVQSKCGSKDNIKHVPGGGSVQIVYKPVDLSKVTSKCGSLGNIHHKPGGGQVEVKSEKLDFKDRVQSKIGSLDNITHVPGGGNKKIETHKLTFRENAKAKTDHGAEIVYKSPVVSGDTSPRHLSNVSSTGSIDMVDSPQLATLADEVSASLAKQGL
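Quantitative HTS: thioflavine S signal from ODS-induced tau filaments, excited at 450 nm, emission 510 nm. Conditions: 1 uM tau, 30 uM ODS, 15 h at 37 C, pH 7.4.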
Caspase-1 inhib – caspase-1 (human) inhibition, allosteric or competitive; actives 0.03% (n = 75,000); AID 900; P29466; Potency, µM (series often up to 57.5 µM), for inactives: at the highest dose activity change, negative = inhibition, usual class: inhibitors; Caspase-1 enzyme, Ac-WEHD-AFC fluorogenic rate;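 further: potency means the concentration at half of the fitted maximal effect; plate controls were vehicle for no effect and no substrate for full effect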
Target sequence (P29466 120-297 limits assumed): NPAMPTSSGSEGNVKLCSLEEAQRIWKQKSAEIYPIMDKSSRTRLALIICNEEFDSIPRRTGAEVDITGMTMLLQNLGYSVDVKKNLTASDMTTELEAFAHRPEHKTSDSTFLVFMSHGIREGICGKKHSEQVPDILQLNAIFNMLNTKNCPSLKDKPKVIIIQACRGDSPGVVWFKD
Target sequence (P29466 317-404 limits assumed): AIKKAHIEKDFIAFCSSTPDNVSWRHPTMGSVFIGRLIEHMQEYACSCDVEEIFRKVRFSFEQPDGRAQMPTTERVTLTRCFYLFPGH
A350 autofl – A350 region autofluorescence. actives 11% (n = 59,000). max dye-equivalent concentration, M. AID 590. Compound autofluorescence, 340/450 nm, Alexa 350 dye-equivalents; hits give high values; in the data active means max dye-equivalent concentration above about 10 nM; inconclusive means mostly about 1.1 nM to 9.6 nM
Caspase-7 inhib – blocks human caspase-7 allosterically or competitively; actives 0.02% (n = 75,000); P55210; recombinant caspase-7, Ac-DEVD-AFC fluorescence rate; Potency, µM (doses to about 57.5 µM), for the others: top-dose activity change, negative = inhibition, most hits filed as inhibitors; active means well fitted inhibition curve with a large enough effect in the main read-out, with a control signal flat, not every such curve was filed as active; inconclusive means small, poorly fitted or top-dose-only effect, or a change in a side signal; further: potency means the concentration at half of the fitted maximal effect; % of control where 0% means no effect
ERK AVP block – vasopressin-driven ERK pathway inhibition. Potency, µM (titrated, usually from 57.5 µM), for inactives: at the highest dose activity, negative = inhibition, actives largely listed as inhibitors. HEK293-V1b, vasopressin-stimulated pERK AlphaScreen. actives 0.99% (n = 72,000); further: potency means the concentration at half of the fitted maximal effect; on the % scale 0 is the no-effect control and ±100 the full control effect; nearly all actives have a fitted effect of over 55% in size
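Overnight-seeded V1b-HEK293 cells in 1% FBS got compound, then vasopressin (25 nM final, 5 min, 37C), then lysis buffer. AlphaScreen detection of phospho-ERK; activity normalized to basal and full-stimulation controls.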
Luciferase inh – firefly luciferase inhibition | P08659 | purified firefly luciferase, luminescence, 8 min | Potency, µM (titrated, usually from 57.1 µM), without a hit: at the highest dose activity change, negative = inhibition, hits mostly inhibitors | actives 2.2% (n = 72,000) | AID 411; further: potency means the concentration at half of the fitted maximal effect; on the % scale 0 is the no-effect control and ±100 the full control effect; nearly all actives have a fitted effect of over 40% in size
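Luminescence read-out after 8 min at room temperature; enzyme reaction used luciferin plus 10 uM ATP (linear range) in imidazole buffer pH 7.2 with KCl, MgCl2, Tween 20 and BSA. Each sample was run as a titration.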
USP2a inhib – inhibitors of human ubiquitin-specific protease USP2a; USP2a enzymatic assay, qHTS inhibition; Potency, µM (titrated, usually from 38.3 µM), inactives show at the highest dose activity change, negative = inhibition, usual class: inhibitors; actives 0.1% (n = 60,000); AID 927;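 further: potency means the concentration at half of the fitted maximal effect; nearly all actives have a fitted effect of over 60% in size; plate controls were DMSO for no effect and NEM full inhibition control for full effect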
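Inhibition is measured in a cell-free coupled assay with 20 nM USP2 core, 20 nM Ub-PLA2 and 20 uM NBD C6-HPC, 2.5 h incubation. Activity normalized to NEM control.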
CRE-bla Fsk – alters forskolin-stimulated CRE reporter signaling in CHO cells. CHO CRE-bla reporter (cAMP response element driving beta-lactamase), forskolin EC10, beta-lactamase ratio. Potency, µM (highest dose often 38.2 µM), for inactives: at the top dose activity change, negative = inhibition, hits mostly activators. actives 2.5% (n = 71,000). AID 662; active means well fitted activation curve with a large enough effect in the signal ratio, with a control signal flat, not every such curve was filed as active; inconclusive means small, poorly fitted or top-dose-only effect, or effect the other way, or a change in a side signal; the % refers to the signal ratio; further: potency means the concentration at half of the fitted maximal effect; % of control where 0% means no effect
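qHTS titration format; CRE-bla CHO reporter; stimulus EC10 NKH 477, a water-soluble forskolin. Read: CCF4 460/530 nm ratio. Potency expressed as AC50 for activators or inhibitors.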
* = called active by the depositor; i = inactive; ? = inconclusive; nt = not tested or not shown; [ ] = another dose, or the depositor's remark. Unless noted, the call rests on the fitted dose curve; in most records, active means well fitted curve in the direction sought with a large enough effect; inconclusive means small, poorly fitted or top-dose-only effect, or another doubt; inactive means no such curve, though single readings can be large; an effect the other way counts as inactive or inconclusive.

SMILES	BRCT inh green	BRCT PPI red	HEK293 cAMP cs	Tau fil binding	Caspase-1 inhib	A350 autofl	Caspase-7 inhib	ERK AVP block	Luciferase inh	USP2a inhib	CRE-bla Fsk
O=C(O)CNC(=O)CC12CC3CC(CC(C3)C1)C2	-3.0%	-1.2%	-1%	2%	0%	i	1%	-8%	-2%	4%	8%
COC(=O)[C@@]1(Cc2ccc(F)cc2)[C@H]2c3cc(C(=O)N4CCCC4)n(CCO)c3C[C@H]2CN1C(=O)c1ccccc1	0.2%	0.2%	20%	15%	5%	nt	1%	0%	nt	nt	-20%
O=C(CCCc1nc(-c2ccccc2Cl)no1)NC1CCCCC1	-1.6%	-1.2%	25%	-7%	-2%	?	0%	-23%	0%	7%	-3%
O=C(Cn1nnc(-c2cccc(C(F)(F)F)c2)n1)N1CCOCC1	0.2%	-1.0%	0%	-4%	0%	i	-1%	-10%	0%	10%	5%
CCCS(=O)(=O)N1CCN(C(=O)c2cccs2)CC1	0.9%	-0.2%	4%	-9%	-2%	i	2%	3%	2%	nt	1%
CCc1nc(OCc2ccco2)c2sc3nc4c(cc3c2n1)COC(C)(C)C4	4.8%	-1.5%	60%	21%	-4%	i	-7%	?	-7%	47%[activator]	21%
CC(C)n1c(SC2CCOC2=O)nc2ccccc21 (stereo unspecified)	-1.0%	0.0%	-17%	0%	-2%	i	-5%	11%	4%	-2%	-3%
Cn1cc(C(=O)N2CCN(C(=O)c3ccco3)CC2)c2c3ccccc3n(C)c2c1=O	-2.5%	0.2%	-3%	6%	0%	3.2e-07M*	1%	-15%	1%	0%	?
COc1ccc(NC(=O)NCCCN2CCCC2=O)cc1	-1.7%	-3.0%	-6%	11%	-3%	nt	0%	1%	1%	nt	-2%
CCOC(=O)c1c(C2CCN(C(=O)OCC)CC2)nc2ccccn12	5.9%	-2.6%	0.32µM*	8%	0%	nt	-2%	nt	1%	nt	?
O=C(NC1CCCCCCC1)C1CCN(c2nc3ccccc3o2)CC1	-3.5%	0.4%	?	9%	-3%	?	-7%	-29%	3%	2%	-11%
COc1ccc(C)cc1NC(=O)C1CCCCC1C(=O)O (stereo unspecified)	-0.9%	0.9%	2%	-4%	-2%	i	1%	2%	1%	1%	-2%
COC(=O)CSc1nnc(-c2ccc(S(=O)(=O)NCc3cccs3)cc2)o1	-1.6%	0.9%	-4%	46%	0%	i	2%	-6%	1%	29%	2%
Cc1ccc(Cn2c(-c3nonc3N)nc3ccccc32)cc1	-1.1%	-0.3%	32µM*	45%	-2%	i	-3%	7%	0%	0%	10%
Cc1ccc(S(=O)(=O)N2CCCSCC2)cc1	-0.4%	1.8%	-7%	5%	0%	i	1%	1%	2%	-2%	2%
Cn1c(=O)c2cc(S(=O)(=O)NCCC(=O)Nc3ccc(Cl)cc3)ccc2n(C)c1=O	-0.3%	-3.0%	6%	6%	0%	i	0%	-8%	2%	1%	?
O=C(CN(C(=O)CCC(=O)Nc1ccccn1)c1ccc2c(c1)OCO2)NCc1ccco1	-3.2%	0.5%	4%	-29%	0%	i	-5%	0%	-1%	216%[activator]	-7%
CCn1c(SCC(=O)Nc2cc(C)on2)nnc1-c1ccncc1	-1.0%	-0.2%	-1%	4%	-5%	?	0%	1%	9%	-2%	?
COc1ccc(C2NC(=O)c3n[nH]c(C)c32)c(OC)c1 (stereo unspecified)	-1.2%	-0.1%	10%	-13%	-2%	nt	-1%	-20%	1%	nt	9%
C=CCN(c1ccc(C(=O)N2CCN(c3ccc(F)cc3)CC2)cc1)S(C)(=O)=O	-1.7%	-1.7%	0%	-2%	1%	i	0%	26%	0%	16%	-6%

Full records from above:
`O=C(NC1CCCCCCC1)C1CCN(c2nc3ccccc3o2)CC1` is listed as BRCT inh green: -3.5%; BRCT PPI red: 0.4%; HEK293 cAMP cs: ?; Tau fil binding: 9%; Caspase-1 inhib: -3%; A350 autofl: ?; Caspase-7 inhib: -7%; ERK AVP block: -29%; Luciferase inh: 3%; USP2a inhib: 2%; CRE-bla Fsk: -11%
`O=C(Cn1nnc(-c2cccc(C(F)(F)F)c2)n1)N1CCOCC1` is listed as BRCT inh green: 0.2%; BRCT PPI red: -1.0%; HEK293 cAMP cs: 0%; Tau fil binding: -4%; Caspase-1 inhib: 0%; A350 autofl: i; Caspase-7 inhib: -1%; ERK AVP block: -10%; Luciferase inh: 0%; USP2a inhib: 10%; CRE-bla Fsk: 5%

Further compounds:
SMILES	BRCT inh green	BRCT PPI red	HEK293 cAMP cs	Tau fil binding	Caspase-1 inhib	A350 autofl	Caspase-7 inhib	ERK AVP block	Luciferase inh	USP2a inhib	CRE-bla Fsk
COc1cc(-c2c(C#N)c(=O)[nH]c3c2c(C)nn3-c2ccccc2)ccc1O	0.3%	-2.1%	-6%	3%	-5%	2.6e-08M*	-2%	-28%	1%	-21%	?
COc1ccc(Cn2nnnc2CN2CCc3ccccc32)cc1	-1.2%	0.3%	?	-6%	0%	i	-1%	17%	3%	19%	-19%
O=C(Nc1ccc2c(c1)OCCO2)c1cnc2n(c1=O)CCS2	0.9%	0.4%	-1%	-12%	2%	nt	2%	nt	?	nt	5%
CS(=O)(=O)N(CC(=O)Nc1ccc2c(c1)OCO2)c1ccc(Cl)cc1	-1.3%	1.2%	22%	-12%	0%	nt	0%	18%	1%	6%	-14%
Cc1sc2ncnc(N3CCN(c4ncccn4)CC3)c2c1C	-0.8%	-1.9%	?	nt	-1%	i	-1%	?	6%	7%	11%
Cc1ccc(C(=O)CSc2nnc(-c3ccco3)n2Cc2ccccc2)cc1	17%	-0.6%	13µM*	58%	-6%	i	-6%	-19%	-5%	-20%	7%
O=C(O)C1CCCCN1S(=O)(=O)c1ccc(Cl)s1 (stereo unspecified)	0.5%	0.1%	2%	7%	0%	nt	-2%	0%	3%	nt	-1%
COC(=O)c1nnn(CC(=O)Nc2ccc(C)c(F)c2)c1C(=O)OC	0.6%	0.0%	-4%	8%	2%	?	-4%	0%	3%	7%	?
CC1(C)CC(=O)C2=C(C1)N1CCCCC1CC2=O (stereo unspecified)	?	-4.2%	1%	-10%	-4%	i	-3%	17%	1%	7%	11%
Cc1cc(=O)cc(C)[nH]1	-0.9%	-2.5%	0%	1%	2%	i	-1%	-14%	1%	4%	2%
O=C1c2ccccc2C(=O)N1CCN1CCCCC1	-0.4%	-1.2%	-4%	1%	0%	i	0%	14%	-1%	-3%	-4%
CC(C)CO/N=C1/C[C@@H](O)[C@@H](O)[C@@H]2[C@@H]3C(=O)N([C@@H](C)c4ccccc4)C(=O)[C@H]3CC[C@@H]12	-0.4%[15.4 µM]	0.7%[15.4 µM]	-9%[11.4 µM]	nt	1%[11.5 µM]	nt	-2%[11.5 µM]	7%[11.5 µM]	-1%[11.4 µM]	nt	nt
CCN(CC(=O)Nc1ccc2c(c1)OCCO2)Cc1cc(=O)oc2c(C)c(C)ccc12	0.1%	-1.0%	?	-6%	-4%	i	-5%	-16%	2%	19%	?
CC(=O)Nc1ccc(N2CCN(C(=O)c3cccs3)CC2)cc1	-3.5%	-1.7%	0%	-10%	-1%	i	-13%	-19%	3%	7%	-20%
Cc1ccc2nsnc2c1S(=O)(=O)N(Cc1ccco1)Cc1cc2cccc(C)c2[nH]c1=O	-1.7%	0.2%	-5%	-7%	0%	5.5e-08M*	0%	-25%	3%	1%	-4%
CN(C)c1ccc(NC(=O)CCCc2ccccc2)cc1	-1.2%	0.3%	-10%	20µM*	0%	i	-1%	20µM*	25µM*	1%	?
CN(C)C(=O)c1ccc(-c2ccc3ncnc(N4CCOCC4)c3c2)cc1	-1.5%	-0.7%	7%	3%	-2%	i	-3%	?	1%[2.29 µM]	18%	10%
CC(Cc1ccccc1)C(=O)N1CCN(C)CC1 (stereo unspecified)	-0.7%	0.8%	11%	4%	3%	nt	-1%	7%	nt	nt	4%
CN1CCN(Cc2c(O)ccc3occ(C(=O)c4ccccc4)c23)CC1	0.2%	0.6%	24%	-18%	-5%	nt	1%	14%	1%	9%	2%
O=C(NCC(O)c1ccccc1)c1cccc(S(=O)(=O)N2CCOCC2)c1 (stereo unspecified)	-1.6%	0.2%	0%	-4%	-1%	i	-1%	-3%	-3%	1%	-6%
O=C(C1CCCN(S(=O)(=O)c2cccnc2)C1)N1CCn2c1nc1ccccc12 (stereo unspecified)	-0.5%	-0.2%	-6%	10%	3%	nt	-1%	5%	2%	nt	16%
Cc1ccc(C)c(NS(=O)(=O)c2c(C)nn(C)c2C)c1	-1.5%	0.6%	1%	-5%	-1%	5.6e-08M*	-2%	3%	0%	4%	?
Cc1ccc(NC(=O)c2cccc(Cl)c2)nc1	0.0%	-0.5%	-1%	0%	3%	i	-1%	12%	-8%	-6%	2%
